PMI inhibitors: inhibitors of human PMI, primary screen, biochemical, fluorescence intensity, coupled assay (AID 1209); purified PMI enzyme, coupled fluorescence intensity; higher % means a stronger effect; inhibition, % at 20 µM, or IC50 in µM where a hit was titrated; 190,000 tested, 0.42% active;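 further: plate controls were DMSO vehicle for no effect and wells lacking substrate for full effect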
LYP phosphatase: inhibitors of LYP phosphatase, biochemical, fluorescence intensity, uHTS (AID 1779); recombinant LYP phosphatase, fluorescence intensity; higher % means a stronger effect; inhibition, % at 11.5 µM; hits with a dose series show IC50 in µM; 290,000 tested, 0.054% active;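 further: plate controls were vehicle with enzyme for no effect and no enzyme for full effect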
WT yeast gro inh: growth inhibition of WT yeast, mitochondrial fusion screen; mitochondrial fusion phenotypic screen, WT strain; inhibition, % at 10 µM; 190,000 tested, 2.1% active; AID 1362; in the data active means inhibition above about 58%; tested in S. cerevisiae
human PMI inhibitors: human PMI inhibitors, high substrate, primary screen, biochemical, fluorescence intensity, high mannose 6-phosphate (AID 1220); 190,000 tested, 0.66% active; recombinant PMI enzyme, coupled fluorescence intensity; higher % means a stronger effect; one-dose inhibition, % at 20 µM; IC50 in µM for titrated hits
M17LAP inhibition: P. falciparum M17LAP inhibitors, primary screen, biochemical, fluorogenic H-Leu-NHMec substrate, 1536-well (AID 1619); 220,000 tested, 0.38% active; recombinant M17LAP, H-Leu-NHMec fluorogenic kinetic assay; higher % means a stronger effect; inhibition, % at 30 µM; hits with a dose series show IC50 in µM;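 active means compound inhibiting the enzyme by more than half at any dose during confirmatory dose-response retesting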;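 further: plate controls were full reaction with DMSO carrier for no effect and no enzyme background for full effect; strong numbers were not always called active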
TNAP activation fold: human TNAP enzyme activators, primary screen, biochemical, luminescent, no phosphate acceptor, uHTS (AID 1001); purified TNAP, luminescent activation assay, no phosphate acceptor; higher activation fold means a stronger effect; activation fold at 20 µM, or EC50 in µM where a hit was titrated; 200,000 tested, 0.03% active; in the data active means activation fold from about 3, or a potency from the dose series; inactive means the rest, 99 in 100 with activation fold below about 1.6; further: many of its hits are not listed in these tables
Yfh1-off respiration: enhancers of respiration in Yfh1-depleted yeast, dose response, Friedreich's ataxia, plus single-dose screen (AID 1465); S. cerevisiae Yfh1-off respiration, WST-1 reduction, 72 h; higher fold induction means a stronger effect; fold induction at 50 µM; hits with a dose series show EC50 in µM; 220,000 tested, 0.074% active;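 active means fold induction of absorbance versus untreated yeast above a set limit, then at least 30% activation at any dose in follow-up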;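 further: activators that raise dye reduction in frataxin-depleted yeast; strong numbers were not always called active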
P. falciparum M1AAP: malaria alanyl aminopeptidase activity blockers – biochemical, fluorogenic H-Leu-NHMec substrate, 1536-well (AID 1445). recombinant M1AAP, H-Leu-NHMec fluorogenic kinetic assay; higher % means a stronger effect. inhibition, % at 30 µM; hits with a dose series show IC50 in µM. 220,000 tested, 0.42% active;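 active means primary inhibition above the hit cutoff, then over 50% inhibition at one or more dose response concentrations, cut at about 23% in these data, passing the limit was not always enough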;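 further: plate controls were DMSO full reaction for no effect and no enzyme background for full effect; strong numbers were not always called active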
XIAP displacement: XIAP antagonists, biochemical, IAP family, fluorescence polarization (AID 1018); XIAP BIR domain, fluorescence polarization peptide displacement; higher % means a stronger effect; displacement, % at 20 µM; hits with a dose series show IC50 in µM; 200,000 tested, 0.007% active; in the data active means displacement above about 50%; further: a part of the inactive calls stands beside numbers as strong as those of hits
WT yeast gro inh mutant strain: also measured in WT yeast gro inh; calls as there; inhibition, %; mitochondrial fusion phenotypic screen, mutant strain inhibition
Numbers without * were called inactive; i = inactive; · = not tested or not shown. Unless noted, no stated cut-off is given here; in the data, active means inhibition above about 50%; inactive means the rest.

cpd	Molecule	TNAP activation fold	Yfh1-off respiration	XIAP displacement	P. falciparum M1AAP	M17LAP inhibition	human PMI inhibitors	LYP phosphatase	PMI inhibitors	WT yeast gro inh	WT yeast gro inh mutant strain
1	CN(C)CCNc1ccc(-c2nn(C)c(=O)c3ccccc23)cc1[N+](=O)[O-]	1	i	-5.3%	5%	28%	2%	-2%	10%	-2	2
2	COC(=O)c1ccc(C(C(=O)NC2CCCCC2)N(Cc2ccc(F)cc2)C(=O)Cc2cccs2)cc1 (stereo not given)	1.3	i	0.4%	2%	6%	4%	14%	13%	17	-14
3	Cc1nn(CC(=O)Nc2cccnc2)c(C)c1[N+](=O)[O-]	1.1	i	-11%	4%	2%	-10%	-1%	-14%	-18	-10
4	O=S(=O)(N/N=C\c1c(F)cccc1Cl)c1ccc(Cl)cc1	1.1	i	-1.4%	-2%	23%	-23%	-2%	-31%	11	-1
5	CCOC(=O)c1nnn(-c2nonc2N)c1CSc1ccccc1	1.1	i	0.7%	0%	-1%	22%	-9%	-1%	0	3
6	COc1ccccc1C(=O)N1CCN(C2CCN(Cc3ccccc3)CC2)CC1	1.1	·	-7.0%	-4%	0%	5%	1%	3%	-10	-14
7	O=C(Cn1cnc2c(nnn2-c2ccccc2)c1=O)N1CCCc2ccccc21	1.1	i	-1.8%	-1%	-1%	17%	-3%	15%	7	3
8	Cn1nc(-c2ccccn2)nc2c(=O)n(C)c(=O)nc1-2	·	i	·	1%	-6%	·	74%*	·	·	·
9	CSc1nsc(SC)c1C(N)=O	·	i	·	2%	-1%	·	-9%	·	·	·
10	O=C1/C(=C/c2ccc([N+](=O)[O-])cc2)C=C(c2ccccc2)N1c1ccccc1	0.9	i	-11%	-2%	2%	1%	-3%	-1%	-10	-4
11	CC(C)(C)c1ccc(C(=O)NCCC(=O)N2CCN(c3ncccn3)CC2)cc1	1.1	i	-4.5%	4%	-1%	5%	-5%	8%	-21	2
12	Cc1ccc(NC(=S)N2CCC(C(N)=O)(N3CCCCC3)CC2)c(C)c1	1	i	-0.8%	-4%	-10%	7%	-11%	13%	-10	-14
13	COc1ccc(N2CCN(C(=O)CSc3nnc(Cn4nnc5ccccc54)n3C)CC2)cc1	1.1	i	-4.8%	1%	-10%	10%	-4%	18%	2	10
14	CCc1c(C)nc2ncnn2c1N1CCN(S(=O)(=O)c2ccc(OC)cc2)CC1	1.1	i	-3.9%	2%	-8%	·	-7%	·	-6	14
15	CC(c1nccs1)N(C)C(=O)CCc1nnc(Cc2c[nH]c3ccccc23)o1 (stereo not given)	1	i	1.1%	0%	7%	0%	-1%	4%	12	13
16	Cc1ccc(CN2CC(C(=O)Nc3cccc(S(=O)(=O)N4CCCCC4)c3)CC2=O)cc1 (stereo not given)	1.1	i	1.0%	7%	1%	13%	3%	6%	-8	-8
17	O=C1CCCC2=C1C(c1cccs1)Nc1ccc3ncccc3c12 (stereo not given)	1.1	i	-4.9%	10%	7%	18%	-13%	8%	3	-5
18	CCCCCCSc1nc(O)c(C2OC(=O)c3c2ccc(OC)c3OC)c(=O)n1CC (stereo not given)	1.3	i	-6.3%	9%	3µM*	-6%	0%	-3%	4	5
19	CSc1ccc(/C=N/n2c(C)cc(C)cc2=O)cc1	1.1	i	-2.0%	0%	14%	-1%	-9%	-1%	1	-6
20	CCOC(=O)C1CCCN(c2c(NCCN(C)Cc3ccccc3)c(=O)c2=O)C1 (stereo not given)	0.9	i	-6.4%	1%	12%	-8%	-3%	-10%	0	-12

(further entries)
cpd	Molecule	TNAP activation fold	Yfh1-off respiration	XIAP displacement	P. falciparum M1AAP	M17LAP inhibition	human PMI inhibitors	LYP phosphatase	PMI inhibitors	WT yeast gro inh	WT yeast gro inh mutant strain
21	Oc1cccc(-c2nc3ccccc3s2)c1	1	·	-1.8%	5%	13%	11%	-6%	12%	31	31
22	CCN(CC)c1ncnc2c1cnn2Cc1ccc(Cl)cc1	1.1	i	-3.0%	1%	-1%	2%	-5%	2%	5	-3
23	S=C(NCC1CCCO1)Nc1ccccc1Cl (stereo not given)	1.1	i	-8.5%	-3%	5%	-1%	-7%	2%	2	18
24	Cc1cc(C)c(S(=O)(=O)Nc2ccc[nH]c2=O)c(C)c1	1.1	i	-3.8%	10%	5%	-14%	-2%	5%	-13	2
25	CCN1CCN(c2nc3c(C)cccn3c(=O)c2/C=C(\C#N)S(=O)(=O)c2ccc(Cl)cc2)CC1	·	i	·	-1%	-6%	·	-3%	·	·	·
26	O=[N+]([O-])c1ccc(S(=O)(=O)NCCN2CCOCC2)cc1	1.1	i	-4.4%	-17%	5%	·	-2%	·	5	0
27	CC(N=C1NS(=O)(=O)c2ccccc21)C(=O)NCc1ccc2c(c1)OCO2 (stereo not given)	1.2	i	-7.0%	5%	10%	2%	-4%	1%	-16	7
28	CSCC[C@H](NC(=O)C(C)Oc1ccc(Cl)cc1)c1nc2ccccc2[nH]1 (stereo not given in full)	1.5	i	0.0%	6%	10%	-5%	-10%	6%	15	-9
29	Cc1ccc(-c2csc3nnc(SCc4csc(C)n4)n23)cc1	1.1	i	-3.9%	5%	3%	6%	-1%	9%	1	9
30	CCOC(=O)Nc1cccc(Nc2ccccc2)c1	1.1	i	-1.2%	4%	-9%	24%	5%	23%	0	1
31	CCCc1nnc(NC(=O)C2CCCO2)s1 (stereo not given)	1.1	i	-1.2%	-2%	1%	3%	-7%	2%	-2	13
32	CCOC(=O)CSc1nnc(-c2ccc(S(=O)(=O)N3CCOCC3)cc2)n1-c1ccccc1	1.1	i	0.0%	3%	-3%	7%	-5%	10%	5	6
33	O=c1c(Cc2ccccc2)c(O)nc2n1CCS2	1.1	i	0.4%	-5%	27%	12%	-4%	11%	-11	-6
34	CC1CCCCC1NC(=O)COC(=O)COc1ccc(Cl)cc1 (stereo not given)	1.3	i	0.0%	0%	12%	0%	-4%	2%	13	-5
35	CC(C)(ONC(=O)Nc1ccccc1Cl)C(=O)O	·	i	·	-1%	-3%	·	-10%	·	·	·
36	c1ccc2c(c1)CCN(c1ncnc3nc[nH]c13)C2	1	i	-11%	4%	23%	4%	-5%	8%	-16	-15
37	COc1ccc(N2C(=O)C3CCCN3C2c2ccc(C)o2)cc1 (stereo not given)	1.1	i	-5.3%	-7%	-2%	5%	-3%	9%	-11	8
38	CS(=O)(=O)N1CCCC(C(=O)N2CCc3ccccc3C2)C1 (stereo not given)	1.1	i	-3.5%	8%	0%	8%	0%	6%	1	-12
39	O=C(Nc1ncc2c(n1)-c1ccccc1CC2)c1ccc(F)cc1	1	i	-1.0%	14%	-9%	14%	2%	10%	7	14
40	CCN1CC2([N+](=O)[O-])CC=C(OC)C([N+](=O)[O-])(C1)C2 (stereo not given)	1.1	i	49%	-2%	7%	0%	-10%	8%	12	-1

Shown in transposed form: part of the list above
(32) CCOC(=O)CSc1nnc(-c2ccc(S(=O)(=O)N3CCOCC3)cc2)n1-c1ccccc1
(31) CCCc1nnc(NC(=O)C2CCCO2)s1 (stereo not given)
(25) CCN1CCN(c2nc3c(C)cccn3c(=O)c2/C=C(\C#N)S(=O)(=O)c2ccc(Cl)cc2)CC1
assay / compound,32,31,25
TNAP activation fold,1.1,1.1,·
Yfh1-off respiration,i,i,i
XIAP displacement,0.0%,-1.2%,·
P. falciparum M1AAP,3%,-2%,-1%
M17LAP inhibition,-3%,1%,-6%
human PMI inhibitors,7%,3%,·
LYP phosphatase,-5%,-7%,-3%
PMI inhibitors,10%,2%,·
WT yeast gro inh,5,-2,·
WT yeast gro inh mutant strain,6,13,·

Carrying on:
cpd	Molecule	TNAP activation fold	Yfh1-off respiration	XIAP displacement	P. falciparum M1AAP	M17LAP inhibition	human PMI inhibitors	LYP phosphatase	PMI inhibitors	WT yeast gro inh	WT yeast gro inh mutant strain
41	O=C(O)CC(NC(=O)c1ccccc1NC(=O)c1ccccc1)C(=O)O (stereo not given)	1.1	i	-1.1%	-2%	7%	3%	3%	10%	-1	-10
42	CCN(CC)CCCNc1nc2cc(OC)c(OC)cc2c2nc(-c3cccnc3)nn12	1	i	-11%	4%	3%	0%	0%	5%	-2	-11
43	CC(C)Oc1cccc(C(=O)NC(=S)Nc2cccc(NC(=O)c3ccccc3Cl)c2)c1	1.1	i	-4.7%	4%	-3%	4%	6%	15%	15	3
44	COc1ccc(C2CC(c3ccc(Br)cc3)Nc3nc(N)nn32)cc1 (stereo not given)	0.9	i	-3.3%	1%	-5%	-3%	11%	-5%	-5	64
45	C=CCNc1nc(-c2cccs2)c(CC(=O)O)s1	·	i	·	8%	3%	·	-1%	·	·	·
46	CCn1c(CNC(=O)C(C)(C)C)nc2ccccc21	1.2	i	-3.1%	3%	5%	-2%	-6%	4%	-3	4
47	Cc1ccc(N2C(=O)N(CC(=O)NCc3ccccc3Cl)C(=O)C2C)cc1 (stereo not given)	1.1	i	-7.0%	4%	-2%	3%	2%	-7%	-3	10
48	CCN1C(=O)CS/C1=N\S(=O)(=O)c1ccc(C)cc1	1	i	-2.5%	0%	-2%	8%	-9%	6%	17	10
49	CCOC(=O)c1c(C)oc(NC(=O)COc2ccc(Cl)cc2C)c1C#N	1.1	i	-10%	8%	-11%	6%	1%	12%	11	-2
50	CCCCNC(=S)Nc1ccccc1Cc1ccccc1	1.1	i	-14%	-1%	-1%	-5%	-4%	-4%	73*	58*
51	CN1C(=O)C(O)(CC(=O)c2ccc(F)cc2)c2cc(Br)ccc21 (stereo not given)	1	i	-3.8%	0%	5%	5%	-5%	3%	8	-2
52	Cc1sc2ncn(CC(=O)NCc3ccccn3)c(=O)c2c1S(=O)(=O)N1CCOCC1	1.1	i	-0.7%	5%	11%	-17%	-9%	-11%	4	0
53	Cc1cc([N+](=O)[O-])c2[nH]c(C(=O)N/N=C/c3ccccc3C(=O)O)c(-c3ccccc3)c2c1	0.9	·	-0.7%	14%	6%	10%	7%	6%	14	-5
54	Cc1cc(C(C)(C)C)cc(S(=O)(=O)Nc2ccc(C(=O)O)cc2)c1C	1	i	-4.8%	3%	24%	9%	-2%	13%	-13	10
55	O=C(CCCOc1ccccc1)OCn1nnc2ccccc2c1=O	1.1	i	-4.8%	2%	-4%	17%	-6%	14%	11	-3
56	COc1ccccc1/C=C1\CCCC2=C1Nc1nnnn1C2c1ccccc1OC (stereo not given)	1	i	0.7%	5%	-11%	4%	16%	-6%	1	-11
57	Cc1ccc(Nc2nc(N)nc(CSc3nncn3C)n2)cc1	1	i	-4.5%	-2%	17%	-20%	-10%	-16%	-17	0
58	COC(=O)c1ccccc1NS(=O)(=O)c1ccc2c3c(cccc13)C(=O)N2	1.1	i	-4.2%	·	·	22%	3%	21%	·	·

Compound activity as filed in PubChem.
